# Bioassay records as filed in PubChem.
# LEDGF integ inh: blocks HIV-1 LEDGF/p75-dependent DNA integration | TR-FRET IN-LEDGF/p75 DNA integration, Eu/Cy5 | inhibition, % at 3.7 µM | 370,000 tested, 0.64% active;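 active means inhibition above the screen-wide mean plus 3 SD, cut at about 13% in these data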;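 further: signal is the Cy5 over europium emission ratio at 671 and 618 nm; 0% = plate median of compound wells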
# rCAG RNA binder: molecules binding r(CAG) RNA repeats; r(CAG) RNA repeat, TO-PRO-1 dye displacement fluorescence; inhibition, % at 3 µM; 370,000 tested, 1.3% active;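 active means inhibition above the plate cutoff, the mean of all test compounds on that plate plus 3 SD, cut at about 35% in these data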;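 further: 0% = DMSO alone and 100% = 100 µM mitoxantrone as full dye displacement; higher means more dye released from RNA so lower well fluorescence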
# TDP2 absorb: TDP2 (human) inhibition, absorbance primary screen; O95551; recombinant TDP2, T5PNP hydrolysis, p-nitrophenol absorbance 415 nm; inhibition, % at 12.8 µM; 370,000 tested, 0.34% active; AID 720702;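 active means inhibition above the mean of all tested compounds plus 3 SD, set per campaign, cut at about 25% in these data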;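 further: 0% = DMSO with enzyme and 100% = buffer with substrate but no TDP2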
#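 Incubation: 2 h at 37 °C; Test system: recombinant human TDP2; Quantity: enzyme 120 nM; Read-out basis: percent inhibition; Medium: 50 mM Tris-HCl pH 7.5 with Mg2+, KCl, DTT, BSA; Repeats: single replicate; Compound: 12.8 µM single point, 1% DMSO; Signal: epi absorbance; Reagent: 5 mM T5PNP chromogenic substrate; Benchmarks: no-enzyme high, DMSO-plus-enzyme low.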
# MBD2 inh: blocks human MBD2 binding to methylated DNA; Q9UBB5; TR-FRET, MBD2 binding to methylated oligonucleotide; inhibition, % at 4.4 µM; 370,000 tested, 0.31% active; in the data active means inhibition above about 13%
# HTRA1 inh: HTRA1 (human) protease inhibition. 340,000 tested, 0.5% active. recombinant HTRA1, FP-rhodamine activity-based probe, fluorescence polarization. inhibition, % at 5.96 µM. Q92743; in the data active means inhibition above about 36%;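 further: 0% = enzyme with DMSO and 100% = wells lacking enzyme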
# ABHD4 inh: inhibitors of mouse ABHD4; inhibition, % at 8.92 µM; Q8VD66; 370,000 tested, 0.54% active; purified mABHD4, FP-Rh probe fluorescence polarization; AID 720543;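 active means inhibition exceeding the mean over every tested compound plus 3 SD, cut at about 30% in these data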;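 further: 0% = plate median of compound wells and 100% = S159A mutant with DMSO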
#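 Assay system: wild-type mouse ABHD4 protein; compound: single nominal dose of 8.92 µM, 0.89% DMSO final; schedule: 45 min + 60 min at 25 °C; measured by: FP readout, ex 525 nm / em 598 nm; evaluation: % inhibition of FP-Rh probe binding versus controls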
# SIAE primary: blocks human sialic acid acetylesterase | Q9HAT2 | SIAE FP-Rh probe binding, fluorescence polarization | inhibition, % at 9.66 µM | 370,000 tested, 0.69% active | AID 1053197;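 active means inhibition above a cutoff: mean of compounds within the control limits plus 3 SD of those, cut at about 17% in these data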;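 further: 0% = plate median of compound wells and 100% = probe without SIAE protein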
# TCR-CD3 inh: human TCR-CD3 binding inhibition | TAMRA-labeled TCR probe fluorescence, biochemical | inhibition, % at 9.4 µM | 360,000 tested, 0.37% active | AID 651800; in the data active means inhibition above about 19%;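 further: recombinant mutant TCR 2C K166C tagged with TAMRA read by polarization; 0% = receptor in buffer alone and 100% = receptor with positive control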
# PRMT1 FP inh: inhibitors of human PRMT1; inhibition, % at 2.79 µM; 370,000 tested, 1.3% active; Q99873; recombinant PRMT1, activity-based probe fluorescence polarization;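 active means inhibition above about 21% made by adding two undisclosed values, limit read from the data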
# GC-B act: GC-B (human) receptor activation; HEK293-GC-B cells, CNP EC30, cGMP TR-FRET; 0% at EC30 CNP, 100% saturating CNP; activation, % at 10 µM; 370,000 tested, 0.11% active; AID 1920062;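 active means activation at 10 µM reaching about 35% in either raw or pattern-adjusted values, limit read from the data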
# Target sequence (P20594 whole entry, looked up): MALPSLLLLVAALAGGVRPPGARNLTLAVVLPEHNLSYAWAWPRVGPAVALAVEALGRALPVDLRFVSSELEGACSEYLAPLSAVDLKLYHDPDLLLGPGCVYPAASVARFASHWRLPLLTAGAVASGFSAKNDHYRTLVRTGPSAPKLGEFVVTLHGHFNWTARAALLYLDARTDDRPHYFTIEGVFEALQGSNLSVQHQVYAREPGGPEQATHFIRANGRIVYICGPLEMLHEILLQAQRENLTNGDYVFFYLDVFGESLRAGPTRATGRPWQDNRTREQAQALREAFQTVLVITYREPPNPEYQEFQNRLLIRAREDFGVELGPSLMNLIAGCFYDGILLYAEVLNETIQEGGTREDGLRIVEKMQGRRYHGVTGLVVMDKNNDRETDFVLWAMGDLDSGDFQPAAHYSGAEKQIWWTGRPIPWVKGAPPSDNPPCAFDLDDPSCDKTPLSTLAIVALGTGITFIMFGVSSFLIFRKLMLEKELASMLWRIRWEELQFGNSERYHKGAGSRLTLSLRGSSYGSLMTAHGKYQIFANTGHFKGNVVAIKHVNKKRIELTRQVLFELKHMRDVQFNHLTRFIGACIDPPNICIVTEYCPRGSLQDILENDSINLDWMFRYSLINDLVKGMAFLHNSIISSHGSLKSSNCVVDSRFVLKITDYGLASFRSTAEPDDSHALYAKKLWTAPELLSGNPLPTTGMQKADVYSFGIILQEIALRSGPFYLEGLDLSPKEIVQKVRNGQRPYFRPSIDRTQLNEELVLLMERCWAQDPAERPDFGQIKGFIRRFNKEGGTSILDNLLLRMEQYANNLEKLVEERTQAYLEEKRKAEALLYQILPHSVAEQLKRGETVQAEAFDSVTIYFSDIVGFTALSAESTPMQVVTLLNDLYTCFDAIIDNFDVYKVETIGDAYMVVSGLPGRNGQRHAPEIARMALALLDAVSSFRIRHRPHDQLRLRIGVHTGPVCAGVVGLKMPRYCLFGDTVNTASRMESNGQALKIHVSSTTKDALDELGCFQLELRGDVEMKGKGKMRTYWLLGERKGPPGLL
# Active calls of the source: *; nt = no result given. Some of the compounds tested; count on the stated rates, not on these rows.
SMILES,LEDGF integ inh,rCAG RNA binder,TDP2 absorb,MBD2 inh,HTRA1 inh,ABHD4 inh,SIAE primary,TCR-CD3 inh,PRMT1 FP inh,GC-B act
CSCCC(NC(=O)c1ccccc1)C(=O)NC1CCCC1 (centres undefined),1,-4,7,-4,0,3,-2,4,3,-2
CNc1c(NS(=O)(=O)c2cc(OC)ccc2OC)c(=O)oc2ccccc12,0,1,-2,-2,3,2,-5,5,-1,0
O=C(CSc1nc2ccccc2c(=O)n1Cc1ccco1)NCc1ccccc1,2,-2,7,1,9,1,-2,-4,1,-4
N#Cc1ccc2sn(-c3ccccc3)c(=O)c2c1,-1,2,-4,-2,0,10,5,2,87*,0
CC(=O)Nc1ccc(NS(=O)(=O)Cc2ccccc2)cc1,3,5,-18,-1,7,-6,-3,3,-2,2
Cc1cccc2c(N=Nc3ccc(S(=O)(=O)Nc4ccc(Cl)cc4)cc3[N+](=O)[O-])c(O)[nH]c12,5,21,-8,2,20,40*,7,4,-4,0
CC(=C1C(=O)c2ccccc2C1=O)N1CCN(c2ccc(F)cc2)CC1,0,2,13,0,-12,7,2,1,0,-7
Cc1ccc(NC(=O)CCn2c(=O)c3cccn3c3ccccc32)c(C)c1,5,5,8,-6,-18,-8,-5,6,5,-7
C=CCNC(=O)COc1coc(CN2CCN(C(=O)c3ccco3)CC2)cc1=O,-2,-2,6,0,-1,-2,2,-14,-1,1
C/C(=N\Nc1nc(C)cc(-c2ccccc2)n1)c1cccc(N)c1,4,0,8,-2,-17,3,8,-5,4,3
COCCn1c(SCC(=O)N2CCCCC2)nc2c([nH]c3ccccc32)c1=O,-5,-4,-8,2,-2,2,-3,-3,0,3
COc1ccc(CC(=O)N(CC2CCCO2)c2nc3ccccc3s2)cc1 (centres undefined),-1,-1,-1,0,18,1,1,-3,4,-6
COc1ccc(NC(=O)N(C)C[C@H]2Oc3ccc(NS(=O)(=O)c4ccccc4)cc3C(=O)N([C@H](C)CO)C[C@@H]2C)cc1,-3,-1,7,4,-7,5,-1,-6,-1,8
Cc1ccc([N+](=O)[O-])cc1-c1ccc(/C=N\n2nnnc2N)o1,4,7,7,-5,8,-3,-8,5,-1,0
CC(=O)Oc1ccc2occ(C(=O)c3ccccc3)c2c1,10,1,-14,-9,nt,-2,-4,11,-6,-2
COc1ccc(CSc2ncn[nH]2)cc1[N+](=O)[O-],-1,0,-3,1,1,-2,2,-8,2,-1
COc1ccc(NC(=O)COC(=O)Cc2cccs2)cc1Cl,5,6,-12,8,-4,-16,-7,3,3,3
Cc1ccc(S(=O)(=O)N2CCOCC2)cc1C(=O)NCc1cccnc1,1,1,-4,1,4,-11,-1,4,3,6
CCN(CC)C(=O)CSc1nc2cc3c(cc2c(=O)n1CCCC(=O)NCCc1ccc(OC)c(OC)c1)OCO3,1,-7,-2,0,-1,6,6,5,-2,-3
CCOC(=O)CSc1nnc(CNC(=O)c2ccco2)n1-c1ccc(F)cc1,-1,-2,-2,-3,-2,1,-2,5,0,1
CCOc1ccc(-n2c(SCC(=O)Nc3cc(C(=O)O)ccc3Cl)nc3ccccc3c2=O)cc1,-4,46*,-3,-3,-13,1,-2,-2,5,3
COc1cc(C#Cc2c(-c3cncn3C)n(C)c3ccc(-c4ccc5[nH]ccc5c4)cc23)cc(OC)c1,3,21,4,-2,2,-4,0,3,0,-12
CCN(CC(=O)Nc1c(F)cccc1F)C(=O)CNC(=O)c1ccc2ccccc2c1,3,3,4,3,6,2,7,0,0,-4
CCOc1ccc(N2CC(C(=O)N3CCCCC3)CC2=O)cc1 (centres undefined),1,-2,11,-7,2,1,6,1,2,3
COCc1cc(=O)n2[nH]c(-c3ccc(C)cc3)cc2n1,-1,5,6,-3,4,2,-4,3,0,-10
Cc1cccc(OCC(=O)N(Cc2ccco2)C2CCS(=O)(=O)C2)c1C (centres undefined),1,0,3,1,-4,2,-1,-5,-1,0
CCc1nc(C)c(-c2ccccc2)c(=O)[nH]1,2,0,-16,3,-4,-10,2,-1,2,7
O=C(OCCO)c1c(-c2ccccc2)oc2c1C(OCCO)CCC2 (centres undefined),2,-1,6,-1,nt,1,6,-2,0,1
Nc1ccc2c(c1)OCCOCCOCCOCCOCCO2,-5,0,-4,1,14,3,-3,-7,4,-3
O=C(NC(=S)N1CCN(C/C=C/c2ccccc2)CC1)c1c(F)cccc1F,-1,4,-6,4,1,-8,-2,-6,3,0

# As a working copy, 14 of the compounds above.
SMILES,LEDGF integ inh,rCAG RNA binder,TDP2 absorb,MBD2 inh,HTRA1 inh,ABHD4 inh,SIAE primary,TCR-CD3 inh,PRMT1 FP inh,GC-B act
COc1ccc(NC(=O)COC(=O)Cc2cccs2)cc1Cl,5,6,-12,8,-4,-16,-7,3,3,3
Cc1ccc(S(=O)(=O)N2CCOCC2)cc1C(=O)NCc1cccnc1,1,1,-4,1,4,-11,-1,4,3,6
CCN(CC)C(=O)CSc1nc2cc3c(cc2c(=O)n1CCCC(=O)NCCc1ccc(OC)c(OC)c1)OCO3,1,-7,-2,0,-1,6,6,5,-2,-3
CCOC(=O)CSc1nnc(CNC(=O)c2ccco2)n1-c1ccc(F)cc1,-1,-2,-2,-3,-2,1,-2,5,0,1
CCOc1ccc(-n2c(SCC(=O)Nc3cc(C(=O)O)ccc3Cl)nc3ccccc3c2=O)cc1,-4,46*,-3,-3,-13,1,-2,-2,5,3
COc1cc(C#Cc2c(-c3cncn3C)n(C)c3ccc(-c4ccc5[nH]ccc5c4)cc23)cc(OC)c1,3,21,4,-2,2,-4,0,3,0,-12
CCN(CC(=O)Nc1c(F)cccc1F)C(=O)CNC(=O)c1ccc2ccccc2c1,3,3,4,3,6,2,7,0,0,-4
CCOc1ccc(N2CC(C(=O)N3CCCCC3)CC2=O)cc1 (centres undefined),1,-2,11,-7,2,1,6,1,2,3
COCc1cc(=O)n2[nH]c(-c3ccc(C)cc3)cc2n1,-1,5,6,-3,4,2,-4,3,0,-10
Cc1cccc(OCC(=O)N(Cc2ccco2)C2CCS(=O)(=O)C2)c1C (centres undefined),1,0,3,1,-4,2,-1,-5,-1,0
CCc1nc(C)c(-c2ccccc2)c(=O)[nH]1,2,0,-16,3,-4,-10,2,-1,2,7
O=C(OCCO)c1c(-c2ccccc2)oc2c1C(OCCO)CCC2 (centres undefined),2,-1,6,-1,nt,1,6,-2,0,1
Nc1ccc2c(c1)OCCOCCOCCOCCOCCO2,-5,0,-4,1,14,3,-3,-7,4,-3
O=C(NC(=S)N1CCN(C/C=C/c2ccccc2)CC1)c1c(F)cccc1F,-1,4,-6,4,1,-8,-2,-6,3,0

# Next records:
SMILES,LEDGF integ inh,rCAG RNA binder,TDP2 absorb,MBD2 inh,HTRA1 inh,ABHD4 inh,SIAE primary,TCR-CD3 inh,PRMT1 FP inh,GC-B act
CC(C)N1CCC(=NNC(=O)c2ccc(Br)o2)CC1,1,-2,0,8,5,-3,11,-8,-2,2
O=C(NNC(=O)C1CCN(S(=O)(=O)c2ccc(Cl)cc2)CC1)c1ccc(S(=O)(=O)N2CCCCC2)cc1,-1,2,12,0,6,2,0,-7,-6,-5
Cc1nnc(N2CCN(c3ccccc3)CC2)[nH]c1=O,5,-3,9,0,6,7,2,-1,-4,2
O=C(/C=C/c1ccc(Cl)c(Cl)c1)NC1=NCCS1,28*,8,-6,9,-5,-11,-16,-8,11,-9
COc1ccc(N(CC(=O)NCc2ccc(C)cc2)S(=O)(=O)c2c(C)[nH]c(=O)[nH]c2=O)cc1,6,11,-13,-4,2,-12,-2,-4,-6,3
O=C(NCc1ccccc1)c1c[nH]c2ccc(F)cc2c1=O,2,3,-1,3,-17,-7,-13,-5,-3,-2
Oc1[nH]c2ccccc2c1N=Nc1nc(Nc2ccccc2)nc(N2CCOCC2)n1,1,3,20,-5,-11,-3,-11,-5,-6,3
O=C(NCc1nc(-c2ccccc2)cs1)c1ccccc1,-10,-1,-6,6,-10,-15,-5,-3,8,2
CCN1CCN(C(=O)c2cc3ccc(OC)cc3[nH]2)CC1,2,-3,-15,-7,3,-10,0,-2,-6,-3
CC(C)NC(=O)Cn1cc(C(=O)COc2ccccc2)c2ccccc21,3,0,0,0,-4,3,-9,6,1,-2
Cn1c(NCCO)nc2c(c1=O)C1(CCCCC1)Cc1ccccc1-2,-2,0,-6,-2,-9,-6,-4,8,-2,-11
CC(=O)N(Cc1cc(=O)[nH]c2ccccc12)c1ccccc1,-3,-1,12,-5,3,-12,1,4,-1,3
COC(=O)C1=[N+]([O-])OC(C(=O)OC)C1c1c[nH]c2ccccc12 (centres undefined),2,1,3,-3,3,5,-4,7,0,3
C=CCn1c(SCC(=O)Nc2c(C)cccc2C)nnc1-c1ccncc1,1,-1,7,5,4,6,2,-3,2,1
CC(=O)Nc1ccc(S(=O)(=O)N(C)CC(=O)Nc2nc3ccccc3[nH]2)cc1,-1,1,-4,3,7,6,6,-8,5,-4
COc1ccc(N2CCN(S(=O)(=O)c3ccc(OC)c(C(=O)N4CCCCC4)c3)CC2)cc1,-2,-2,-3,2,2,0,-1,-7,3,-1
COc1ccccc1NC(=O)CON=C(N)CC(=O)NC1CCCCC1,2,6,2,7,-9,-12,9,-2,1,4
O=C(NCC(=O)N1CCOCC1)OCc1ccccc1,2,-3,-23,1,4,0,8,-8,-1,-7
O=[N+]([O-])c1ccc(CNC2CCCc3ccccc32)cc1 (centres undefined),5,-5,0,3,0,16,6,4,0,-12
COc1ccc(CN(CC(=O)NCCc2ccccc2)C(=O)CCC(=O)Nc2ccccn2)cc1,-2,-3,2,7,4,-3,-6,-8,3,-2
Cc1cc(C)nc(N/N=C/c2c(C)oc3ccccc23)n1,1,-2,3,-3,3,2,1,1,-3,2
CC(=O)c1sc(-c2ccccc2)cc1NS(=O)(=O)c1ccc(C)cc1,2,9,-11,3,1,-2,-11,8,0,-7
COc1ccc(CC(=O)Nc2nnc(C(C)C)s2)cc1,1,-1,0,4,-2,9,3,1,5,2
COC(=O)c1ccc(C2/C(=C(/O)c3ccc(OC)cc3)C(=O)C(=O)N2Cc2ccco2)cc1 (centres undefined),3,7,3,-5,-1,2,-5,2,2,-3
CN(C)c1ccc(/C=N/NC(=O)CNC(=O)/C=C/c2ccco2)cc1,-5,1,1,1,5,3,0,-5,0,-5
